DNMT1 block – human DNMT1 methyltransferase inhibitors, primary screen, biochemical, molecular beacon, fluorescence, HinP1I cleavage, uHTS; inhibition (reported as % activation of signal), % at 10 µM; actives 0.83% (n = 360,000); DNA (cytosine-5)-methyltransferase 1 (Homo sapiens), P26358; in the data active means inhibition above about 50%
LMPTP inh – LMPTP phosphatase inhibitors, primary screen, biochemical, fluorescence intensity, uHTS. recombinant LMPTP-A, OMFP fluorogenic substrate. inhibition, % at 20 µM. actives 0.22% (n = 360,000). AID 651560, 2012;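 active means compounds that cut the enzyme signal by at least half of the control window in the single-dose screen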;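 further: plate controls were DMSO wells with enzyme plus substrate for no effect and substrate without enzyme for full effect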
Target sequence (P24666 whole entry, looked up): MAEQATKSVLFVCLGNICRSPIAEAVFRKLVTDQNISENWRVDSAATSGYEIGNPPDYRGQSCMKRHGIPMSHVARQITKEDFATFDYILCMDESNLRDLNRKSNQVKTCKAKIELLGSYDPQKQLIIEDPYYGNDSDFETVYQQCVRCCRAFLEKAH
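Assay system: LMPTP-A enzyme. Input: 0.625 nM LMPTP-A final. Probe or stimulus: 400 µM OMFP. Compound dosing: single 20 µM dose. Schedule: 50 min dark incubation at room temperature. Detection: fluorescence intensity of OMFP turnover product. Read-out: percent inhibition versus substrate-only and uninhibited controls. Benchmarks: no-enzyme low control, uninhibited high control.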
SUMO1 PPI mod – modulators of SUMO1 protein-protein interactions, primary screen, biochemical, uHTS; SUMO1 binding to a labelled peptide, TR-FRET, 1 h; AID 602429, 2012; inhibition, % at 20 µM; actives 0.33% (n = 360,000); in the data active means inhibition above about 37%
Target sequence (P63165 whole entry, looked up): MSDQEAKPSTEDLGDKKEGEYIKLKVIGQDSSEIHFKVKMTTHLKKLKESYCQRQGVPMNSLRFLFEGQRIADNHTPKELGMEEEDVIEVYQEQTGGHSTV
CSN deneddyl inh – inhibitors of CSN-mediated cullin deneddylation, primary screen, biochemical, fluorescence polarization, uHTS; COP9 signalosome complex subunit 5 (Homo sapiens), Q92905; Purified CSN, SCF-Nedd8-OG deneddylation; inhibition, % at 12.5 µM; actives 0.38% (n = 360,000);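 active means pattern-corrected inhibition above about 35%, with an unprinted fluorescence ratio check between 0.5 and 1.5, limit read from the data, passing the limit was not always enough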;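 further: 0% = enzyme with substrate and 100% = substrate without enzyme; some results filed as inactive read as strong as hits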
Target sequence (Q92905 whole entry, looked up, one chain of several): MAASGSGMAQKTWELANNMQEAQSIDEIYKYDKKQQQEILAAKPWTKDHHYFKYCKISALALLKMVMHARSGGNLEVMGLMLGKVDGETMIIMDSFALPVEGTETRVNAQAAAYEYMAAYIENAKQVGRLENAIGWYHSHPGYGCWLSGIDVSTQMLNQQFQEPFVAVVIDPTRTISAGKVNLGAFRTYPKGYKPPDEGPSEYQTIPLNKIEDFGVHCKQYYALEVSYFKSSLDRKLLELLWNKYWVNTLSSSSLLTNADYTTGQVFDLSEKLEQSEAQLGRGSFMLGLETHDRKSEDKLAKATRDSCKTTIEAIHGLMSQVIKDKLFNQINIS
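assay system = purified human Csn5 enzyme expressed in HEK293T cells | amount = 0.24 nM enzyme | buffer or medium = Tris/NaCl/DTT buffer, pH 7.5 | reagent = 10 nM SCFSkp2-Nedd8OG | compound = one concentration, 12.5 µM, 0.25% DMSO | times = 90 min reaction at room temperature | signal = FP | read-out basis = % inhibition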
Rpn11 inh – Rpn11 (PSMD14) deubiquitinase inhibitors, primary screen, biochemical, fluorescence polarization, uHTS; calls only at 20 µM; 26S proteasome non-ATPase regulatory subunit 14 (Homo sapiens), O00487; human 26S proteasome, Ub4-pepOG fluorescence polarization; 20S core pre-blocked with epoxomicin; actives 0.59% (n = 360,000);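 active means inhibition at 20 µM, scaled to each plate's controls, above about 33%, limit read from the data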
NadD inh – inhibitors of S. aureus NadD, primary screen, biochemical, colorimetric, uHTS. Nicotinate-nucleotide adenylyltransferase NadD (Staphylococcus aureus N315). purified NadD enzyme, colorimetric absorbance read-out. inhibition, % at 20 µM. actives 0.78% (n = 360,000); in the data active means inhibition above about 26%; further: some compounds past the cut are filed as inactive
STEP block – STEP phosphatase inhibitors, primary screen, biochemical, fluorescence intensity, uHTS; Tyrosine-protein phosphatase non-receptor type 5 (Homo sapiens), P54829; recombinant STEP, OMFP fluorogenic substrate; inhibition, % at 20 µM; AID 588621, 2011; actives 0.25% (n = 360,000);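 active means inhibition at 20 µM, scaled per plate between control wells, above about 37%, limit read from the data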;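 further: 0% = DMSO with enzyme and substrate and 100% = substrate only without enzyme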
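Test system: STEP tyrosine phosphatase / Reagent: OMFP at 25 µM / Doses: 20 µM, 1% DMSO / Read-out: percent inhibition scaled to no-enzyme and uninhibited-enzyme controls, plate-pattern corrected / Detection: FITC-channel fluorescence of OMFP product / Medium: Bis-Tris buffer pH 6.0, 2.5 mM DTT, 0.005% Tween 20 / Schedule: 20 min at room temperature, dark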
Neddylation inh – inhibitors of cullin neddylation, primary screen, biochemical, TR-FRET, uHTS, NAE and Ubc12 | NEDD8-conjugating enzyme Ubc12 (Homo sapiens) + NEDD8-activating enzyme E1 regulatory … | calls only at 25 µM | actives 0.58% (n = 360,000) | AID 651699, 2012; in the data active means inhibition above about 36%
Rin1-Abl PPI inh – inhibitors of Rin1-Abl protein binding, primary screen, biochemical, TR-FRET. Tyrosine-protein kinase ABL1 (Homo sapiens) + Ras and Rab interactor 1 (Homo sapiens), …. inhibition, % at 7.35 µM. actives 0.4% (n = 360,000). AID 588664, 2011; in the data active means inhibition above about 5%, passing the limit was not always enough
Scp-1 inhibitor – Scp-1 phosphatase inhibitors, primary screen, biochemical, colorimetric, uHTS. Recombinant Scp1, phosphopeptide, malachite green phosphate absorbance. inhibition, % at 20 µM. Carboxy-terminal domain RNA polymerase II polypeptide A small phosphatase 1 (Homo …. AID 493091, 2011. actives 0.88% (n = 340,000);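 active means inhibition above about 50% at 20 µM, limit read from the data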;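 further: plate controls were DMSO wells with enzyme for no effect and wells lacking enzyme for full effect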
Target sequence (Q9GZU7 76-261 limits assumed): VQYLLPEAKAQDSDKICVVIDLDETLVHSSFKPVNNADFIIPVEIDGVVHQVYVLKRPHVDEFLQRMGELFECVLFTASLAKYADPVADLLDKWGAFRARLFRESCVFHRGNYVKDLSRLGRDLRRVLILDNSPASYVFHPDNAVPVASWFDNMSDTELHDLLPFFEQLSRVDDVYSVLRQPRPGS
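Material – SCP-1 phosphatase catalytic domain, residues 76-261 · Buffer or medium – Acidic Tris acetate buffer with magnesium and detergent · Also added – Phospho 17-mer peptide substrate · Compound – single 20 µM dose, 1% DMSO · Times – 45 min room-temperature reaction, 5 min colour, 30 min stabiliser · Technique – Phosphate-binding colour reagent, absorbance read at 630 nm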
The depositor's hits bear a star; i = inactive; · = no result given.

SMILES	DNMT1 block	LMPTP inh	SUMO1 PPI mod	CSN deneddyl inh	Rpn11 inh	NadD inh	STEP block	Neddylation inh	Rin1-Abl PPI inh	Scp-1 inhibitor
Cc1c(P(=S)(c2ccccc2)c2ccccc2)[n+]2ccccc2n1C/C=C/c1ccccc1	9	4.3	-26	4	i	10	3	i	0	·
COc1cc(C(=S)N2CCOCC2)cc(OC)c1OC(=O)c1ccccc1Cl	1	-0.3	-7	0	i	7	1	i	-1	·
Cc1ccc(S(=O)(=O)N2CCC(C(=O)Nc3ccc(S(=O)(=O)N4CCCC4)cc3)CC2)cc1	-3	1.4	-16	7	i	4	0	i	2	11
CC(C)CN(C)Cc1c(C(=O)N2CCc3ccccc3C2)nc2ccc(Cl)cn12	-1	0.5	18	-7	i	2	1	i	-2	-4
COC(=O)c1ccc(NC(=O)C23CCC(C)(C(=O)O2)C3(C)C)cc1 (configuration not stated)	1	-0.5	-1	7	i	-1	2	i	-3	2
Cc1nc(C(F)(F)F)c(C(=O)NC(=O)Nc2ccc(OC(F)(F)F)cc2)s1	10	0.4	6	-5	i	-4	-2	i	-3	-9
Cc1cnn2c(C3CC3)ccnc12	2	0.0	3	-5	i	0	-2	i	1	2
O=C(O)c1cc([N+](=O)[O-])cc2c1nnn2O	-4	3.6	-27	-10	i	-3	5	i	-4	-5
COc1ccc(N=c2oc3cc(O)ccc3cc2C(=O)NCC2CCCO2)c(OC)c1 (configuration not stated)	-2	-2.3	-13	0	i	3	-3	·	-1	3
CNc1nc(C)c([N+](=O)[O-])c(Nc2ccc(OC)cc2)n1	4	0.1	-10	1	i	-5	1	i	-1	-2
O=C(NCCCn1ccnc1)/C(=C\c1cccnc1)NC(=O)c1ccccc1Br	2	-6.7	4	-1	i	-2	1	i	3	-7
C=CCNC(=S)Nc1ccc(OC)c(S(=O)(=O)N2CCOCC2)c1	-2	-0.9	-4	1	i	4	-3	i	0	-2
COc1ccc(OC)c(-c2nc(C)sc2CC(=O)O)c1	-2	-2.0	-4	0	i	-6	1	i	6	-3
O=C(CSc1nncn1-c1cccnc1)N(c1ccccc1)c1ccccc1	1	0.2	2	2	i	-3	0	i	5	3
COc1ccc(/C=C2/SC(=O)N(CCNC(=O)CC(NC(C)=O)c3ccccc3)C2=O)cc1 (configuration not stated)	-1	0.6	-29	-1	i	-4	0	i	1	6
O=C1CN(C(=O)c2ccc(Cl)nc2)c2ccccc2N1	7	0.4	0	0	i	-4	1	i	2	0
Nc1ccn([C@@H]2O[C@H](CNCC3=CCOc4ccc(O)cc43)[C@@H](O)[C@H]2O)c(=O)n1	-3	0.1	-7	-1	i	6	-2	i	-2	·
O=C(NCC(F)(F)F)c1ccc2sc([C@@H]3O[C@H](CO)[C@H](O)[C@H](O)[C@H]3O)nc2c1	7	1.2	3	5	i	-2	-2	i	4	·
O=C(Nc1ccccc1)c1ccccc1OS(=O)(=O)c1ccccc1	-1	0.7	0	4	i	-7	-1	i	-1	-4
CCCCn1nnnc1C(c1ccccc1)N1CCN(c2ncccc2C(F)(F)F)CC1 (configuration not stated)	·	1.5	4	-3	·	-3	·	i	·	·
O=C(CCN1C(=O)/C(=C/c2ccc(Cl)cc2)SC1=S)Nc1cccnc1	13	0.2	1	-2	i	17	5	i	3	7
CC(C)CC(=O)N1CC=CC[C@@H](c2ccc(Cl)cc2)N(Cc2ccc(Cl)cc2)C(=O)[C@@H]1Cc1ccccc1	0	5.3	4	1	i	9	5	i	-1	-6
CN(O)/C=N/C(=S)Nc1ccc(Cl)cc1Cl	1	0.4	1	4	i	6	12	i	5	-8
COc1cccc([C@@H]2CC=C(C(=O)O)[C@H](c3ccc(Cl)cc3)N2S(=O)(=O)c2ccc(C)cc2)c1	4	-0.8	12	2	i	1	-3	i	0	-6
C[C@H](CO)N1C[C@H](C)[C@@H](CN(C)S(=O)(=O)c2ccccc2F)Oc2ncc(Br)cc2C1=O	0	-0.9	3	0	i	-2	2	i	3	·

Shown with values under each structure: part of the list above.
Values in the order: DNMT1 block, LMPTP inh, SUMO1 PPI mod, CSN deneddyl inh, Rpn11 inh, NadD inh, STEP block, Neddylation inh, Rin1-Abl PPI inh, Scp-1 inhibitor
- O=C(NCC(F)(F)F)c1ccc2sc([C@@H]3O[C@H](CO)[C@H](O)[C@H](O)[C@H]3O)nc2c1
→ 7, 1.2, 3, 5, i, -2, -2, i, 4, ·
- O=C(Nc1ccccc1)c1ccccc1OS(=O)(=O)c1ccccc1
→ -1, 0.7, 0, 4, i, -7, -1, i, -1, -4
- CCCCn1nnnc1C(c1ccccc1)N1CCN(c2ncccc2C(F)(F)F)CC1 (configuration not stated)
→ ·, 1.5, 4, -3, ·, -3, ·, i, ·, ·
- O=C(CCN1C(=O)/C(=C/c2ccc(Cl)cc2)SC1=S)Nc1cccnc1
→ 13, 0.2, 1, -2, i, 17, 5, i, 3, 7
- CC(C)CC(=O)N1CC=CC[C@@H](c2ccc(Cl)cc2)N(Cc2ccc(Cl)cc2)C(=O)[C@@H]1Cc1ccccc1
→ 0, 5.3, 4, 1, i, 9, 5, i, -1, -6
- CN(O)/C=N/C(=S)Nc1ccc(Cl)cc1Cl
→ 1, 0.4, 1, 4, i, 6, 12, i, 5, -8
- COc1cccc([C@@H]2CC=C(C(=O)O)[C@H](c3ccc(Cl)cc3)N2S(=O)(=O)c2ccc(C)cc2)c1
→ 4, -0.8, 12, 2, i, 1, -3, i, 0, -6
- C[C@H](CO)N1C[C@H](C)[C@@H](CN(C)S(=O)(=O)c2ccccc2F)Oc2ncc(Br)cc2C1=O
→ 0, -0.9, 3, 0, i, -2, 2, i, 3, ·

Additional records:
SMILES	DNMT1 block	LMPTP inh	SUMO1 PPI mod	CSN deneddyl inh	Rpn11 inh	NadD inh	STEP block	Neddylation inh	Rin1-Abl PPI inh	Scp-1 inhibitor
Cc1cc(C)n(-c2nnc(C)n2/N=C/c2ccccc2O)n1	3	-0.8	-3	4	i	-3	-3	i	1	-2
Cc1nn(C)c(-c2n[nH]c(=S)n2-c2ccccc2)c1Cl	-1	-2.9	0	2	i	6	1	i	-8	-2
CC(C)CCn1c(=O)c2c(nc3n2CCCN3Cc2ccccc2)n(C)c1=O	-2	1.2	1	-6	i	-7	2	i	3	-12
Cc1cc2cc(C)c3nnc(SCC(=O)Nc4ccc(S(=O)(=O)N5CCCCC5C)cc4)n3c2cc1C (configuration not stated)	11	0.7	3	-9	i	8	0	i	-1	5
CCCCn1c(-c2csc(CCC)c2)n[nH]c1=S	0	-0.5	2	2	i	3	3	i	5	-2
COc1cc(NS(=O)(=O)c2ccc(NC(=O)c3ccc([N+](=O)[O-])cc3)cc2)ncn1	4	1.0	-15	2	i	-7	1	i	0	-3
COc1ccc(OC2CCN(S(=O)(=O)c3ccccc3)CC2)cc1	0	0.9	0	0	i	-8	-1	i	1	-26
CN1CCCC(OC(=O)c2ccc3c(c2)OCCO3)C1 (configuration not stated)	0	-1.1	1	1	i	-6	-2	i	-6	3
CC(C)CN(C(=O)c1ccc2c(c1)OCCO2)c1c(N)n(Cc2ccccc2)c(=O)[nH]c1=O	-1	0.3	-1	2	i	7	-1	i	0	-2
CCC(O)C1CCN(Cc2cn(-c3ccc(OC)cc3)nc2-c2cccc(F)c2)CC1 (configuration not stated)	0	-1.2	1	2	i	-8	-4	·	1	-3
O=S(=O)(c1cccc(-c2csc(-c3cccnc3)n2)c1)N1CCOCC1	-2	0.7	-8	3	i	-2	2	i	-3	-2
Cc1cc(OCC(=O)NC(Cc2c[nH]c3ccc(O)cc23)C(=O)O)c2c(C)c(C)c(=O)oc2c1 (configuration not stated)	0	0.1	2	-2	i	8	-1	·	1	12
COc1ccc(NC(=O)CN(C)C(=O)c2cccc(S(=O)(=O)N3CCCc4ccccc43)c2)cc1	-4	0.9	-2	-2	i	-4	-6	i	4	-4
COc1cc(S(=O)(=O)N2CCN(Cc3cccs3)CC2)ccc1NC(C)=O	6	-1.8	2	-5	i	0	0	i	0	-8
CCOc1ccc(NC(=O)CSc2nc3[nH]ncc3c(=O)[nH]2)cc1	2	-0.6	2	-2	i	1	3	i	2	4
CCOC(=O)c1snc(-c2ccc(F)cc2)c1N	-1	-0.7	-14	-2	i	-7	5	i	-5	-15
CCCOc1ccccc1N/C(=N/c1nc(C)cc(C)n1)NC(=O)Nc1ccc(Cl)cc1	-4	3.0	-1	3	i	29	-1	i	1	16
CN1CCN(S(=O)(=O)c2cccc(C(=O)NCc3ccccc3Cl)c2)CC1	9	-0.7	-1	-7	i	-1	-1	i	0	8
FC(F)(F)c1nc2ccccc2n1CCNc1nc(CN2CCCCC2)cs1	-5	1.4	-5	-3	i	-3	-1	i	0	-6
O=C1CCCN1CCc1cccc2ccccc12	0	-0.7	-2	2	i	2	-2	i	1	-5
COc1ccc(CCNC(C(=O)Nc2cc(C)cc(C)c2)c2ccccc2)cc1 (configuration not stated)	-3	3.9	2	-2	i	-2	0	i	-2	54*
NS(=O)(=O)c1ccc(NC(=S)NC(=O)/C=C/c2cccs2)cc1	0	0.3	4	-1	i	1	0	i	-1	-7
COc1ccccc1NC(=O)C(C)Sc1nnc2ccccn12 (configuration not stated)	-1	0.0	-1	-2	i	-3	6	i	2	-8
O=C(Cc1ccccc1)c1ccccn1	11	0.6	-5	34	·	5	-7	i	4	-8
O=C(N/N=C/c1ccc(-c2ccccc2[N+](=O)[O-])o1)[C@H]1C[C@@H]1c1ccccc1	-22	1.0	-1	-11	i	8	1	i	-2	-8

Compound activity as filed in PubChem.

Random draw from the library, and some 3.8% of all compounds hit somewhere here.
